CRFBP-R2 block – blocks CRF-induced signaling of the CRF-BP/CRF-R2 complex. inhibition, % at 11.8 µM. AID 588475. actives 0.59% (n = 350,000). HEK293 CRF-R2/CRF-BP, CRF-induced calcium fluorescence;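 active = inhibition of the ligand-induced calcium signal above about 50% at the single tested concentration, limit read from the data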
GalR3 antagonist – human GalR3 antagonism; O60755; HEK293 GalR3-CNG cAMP membrane potential fluorescence; galR3 body fused to GalR1 C-terminus; inhibition, % at 3 µM; actives 0.44% (n = 360,000); AID 651719;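 active = inhibition above the screen-wide average plus 3 SD, cut at about 13% in these data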;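 also: forskolin and galanin both at EC90 stimulate the cells; cAMP rise reported by CNG channel membrane potential dye signal; 0% = forskolin plus galanin with DMSO and 100% = forskolin alone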
IDE cell activ – activators of human insulin-degrading enzyme in cells | HEK cells, FAbeta-B cleavage, fluorescence polarization; 0% vehicle, 100% cell-free pure enzyme wells | activation, % at 5.96 µM | actives 0.073% (n = 340,000);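 active = activation above the mean of all tested compounds plus 3 SD, set per screening campaign, cut at about 17% in these data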
Starred values were filed as active, the others as inactive.

entry	CRFBP-R2 block	GalR3 antagonist	IDE cell activ	smiles
1	-6	-4	0	CCOC(=O)c1ccccc1NC(=O)C1CC(=O)N(C2CCCC2)C1 (configuration not stated)
2	11	-5	4	C[C@@H]1[C@H](c2ccccc2)Oc2ccc(Cl)cc2S(=O)(=O)N1CC1CCCN1C(=O)OC(C)(C)C (some centres not stated)
3	-5	-3	-1	O=C(O)COc1ccc(C=C2SC(=S)N(c3ccccc3)C2=O)cc1
4	-8	-3	0	COCCNCc1cc(C)n(-c2cc(S(=O)(=O)N3CCOCC3)ccc2N2CCCC2)c1C
5	9	-3	2	O=C(COC(=O)c1cccc(S(=O)(=O)N2CCCCC2)c1)NCc1ccccc1
6	11	-3	3	Cc1cc(C(=O)NNC(=O)/C=C/c2ccco2)c(C)o1
7	-4	-5	1	CNc1snc(C)c1C(=O)OCC(=O)Nc1ccc(C)cc1F
8	28	-3	5	COc1cc2c(cc1NC(=O)C(Cl)Cl)-c1ccc(NC(=O)C(Cl)Cl)cc1C2
9	-14	-3	3	COc1ccc(CNCCCn2cnc(C(=O)Nc3ccc(C)c(C)c3)n2)cc1
10	-12	-7	-5	O=C(O)C1C2CC3OC(=O)C1C3C2 (configuration not stated)
11	-8	11	3	O=C(CCCCC(=O)OC1CCCCC1)OC1CCCCC1
12	8	-7	-3	CCCCN(C(=O)c1cccc(S(=O)(=O)N(CC)c2ccccc2)c1)c1c(N)n(CC(C)C)c(=O)[nH]c1=O
13	15	-4	0	Cc1cccc2c(=O)n3c(cc12)-c1[nH]c2ccccc2c1CC3
14	6	-5	2	CC(Sc1ccc(S(=O)(=O)N2CCN(C)CC2)cn1)C(=O)NC1(C#N)CCCCC1 (configuration not stated)
15	-12	-5	2	CCCCn1cnc2c(SCCc3ccccc3)nc(N)nc21
16	-16	-4	6	NC(=O)NN=C1CC2CC1C1C=CCC21 (configuration not stated)
17	3	-2	3	Cc1ccccc1N=Cc1ccc[nH]1
18	4	-6	3	c1ccc(-c2ncnc3ccccc23)cc1
19	0	3	5	C[C@H](CO)N1C[C@H](C)[C@@H](CN(C)C(=O)NC2CCCCC2)Oc2ccc(NC(=O)C3CC3)cc2C1=O
20	3	-8	5	CC(=O)NC1CC2CCCC(C1)N2C(=O)Nc1cccc(C)c1 (configuration not stated)
21	8	-3	5	OCC1OC2C(NC(=S)N2c2ccccc2)C(O)C1O (configuration not stated)
22	7	-3	-1	CCc1ccccc1OCC(=O)N1CCN(c2ncccn2)CC1
23	2	-5	-2	O=C1NC(=O)C(c2ccccc2)N1 (configuration not stated)
24	2	-4	5	COC(=O)c1cncn1Cc1ccccc1
25	-5	-3	0	Cc1cccc(NC(=O)CNC(=O)CN2C(=O)NC(C)(CCC(C)C)C2=O)c1C (configuration not stated)
26	-16	-6	-5	O=C(NCCNC(=O)Oc1cccc2ccccc12)Oc1cccc2ccccc12
27	0	-2	3	Cc1ccc(NC(=O)CN(C)C(=O)CSc2nnc(NC(C)C)s2)cc1
28	5	-1	4	O=C(COC(=O)C1CC(=O)N(Cc2ccco2)C1)Nc1ccccc1[N+](=O)[O-] (configuration not stated)
29	-13	1	4	CC(OC(=O)CNC(=O)c1ccc(Cl)c([N+](=O)[O-])c1)C(=O)NC1CCCCC1C (configuration not stated)
30	-2	-3	-4	CC(C(=O)Nc1ccccc1F)N1CCN(S(=O)(=O)c2ccc(C(F)(F)F)cc2)CC1 (configuration not stated)
31	10	-5	3	CN(CCc1ccccc1)C(=O)c1ccc(NC(=O)Cc2ccc(NC(=O)C3CCCN(C(=O)c4ccccc4)C3)cc2)cc1 (configuration not stated)
32	0	6	5	Cc1cc(C)nc(N2CCN(c3nc(-c4ccccc4)nc4c3oc3ccccc34)CC2)n1
33	5	-4	0	CC(C)C[C@@H](CN)NC(=O)c1nc[nH]c1C(=O)N[C@@H](CC(=O)O)C(=O)CNC[C@H](C)NC(=O)c1nc[nH]c1C(=O)N[C@@H](CC(=O)O)C(=O)O
34	-3	-1	0	O=C(CCNC(=O)c1ccccc1Cl)Nc1cccc(S(=O)(=O)N2CCCCC2)c1
35	-9	2	6	CC12CCC3c4ccc(OCC(=O)O)cc4CCC3C1CCC2=O (configuration not stated)
36	-10	1	-1	CN(CCc1ccccc1)C(=O)c1ccc(NC(=O)Cc2ccc(NC(=O)C3CCN(C(=O)CCc4ccccc4)CC3)cc2)cc1

One compound at a time (already shown).
CC(C)C[C@@H](CN)NC(=O)c1nc[nH]c1C(=O)N[C@@H](CC(=O)O)C(=O)CNC[C@H](C)NC(=O)c1nc[nH]c1C(=O)N[C@@H](CC(=O)O)C(=O)O is listed with CRFBP-R2 block = 5; GalR3 antagonist = -4; IDE cell activ = 0
CC(C(=O)Nc1ccccc1F)N1CCN(S(=O)(=O)c2ccc(C(F)(F)F)cc2)CC1 (configuration not stated) is listed with CRFBP-R2 block = -2; GalR3 antagonist = -3; IDE cell activ = -4

(continued)
entry	CRFBP-R2 block	GalR3 antagonist	IDE cell activ	smiles
37	6	-2	2	ON=C1CCCCCCCC1
38	52*	-2	7	CCC(=O)c1ccc(OCC(=O)NCCCN2CCOCC2)cc1
39	-4	-7	0	O=C(O)C1C2C=CC(O2)C1C(=O)Nc1ccccn1 (configuration not stated)
40	-7	-5	6	Cc1nccn1-c1c2c(c(C#N)c3nc4ccccc4n13)CCCC2
41	3	-1	5	CC(C)COc1cccc(C(=O)Nc2cc(S(=O)(=O)N3CCOCC3)ccc2N2CCCC2)c1
42	16	12	-2	CC(OC(=O)C1=Cc2ccccc2OC1)C(=O)NCC1CCCO1 (configuration not stated)
43	1	-7	1	CCOC(=O)C1(C#N)Cc2ccccc2C1
44	1	-2	4	O=C1c2ccccc2C(=O)N1c1ccccc1
45	8	-6	3	CCCCOC(=O)C1C2CCC(O2)C1C(=O)OCC (configuration not stated)
46	-7	-7	5	CC(=O)Nc1cccc(C(=O)N2CCN(S(=O)(=O)c3ccc(C4CCCCC4)cc3)CC2)c1
47	4	-1	5	O=C(COC(=O)c1cc[n+]([O-])cc1)Nc1cccc(Br)c1
48	5	-8	2	Cc1cccc(N2CCN(CC(O)COc3ccccc3)CC2)c1 (configuration not stated)

Shown as a hit in CRFBP-R2 block, among the entries above:
entry	CRFBP-R2 block	GalR3 antagonist	IDE cell activ	smiles
38	52*	-2	7	CCC(=O)c1ccc(OCC(=O)NCCCN2CCOCC2)cc1

Arranged by formula weight (ascending): part of the list above.
entry	CRFBP-R2 block	GalR3 antagonist	IDE cell activ	smiles
37	6	-2	2	ON=C1CCCCCCCC1
40	-7	-5	6	Cc1nccn1-c1c2c(c(C#N)c3nc4ccccc4n13)CCCC2
42	16	12	-2	CC(OC(=O)C1=Cc2ccccc2OC1)C(=O)NCC1CCCO1 (configuration not stated)

The listing continues:
entry	CRFBP-R2 block	GalR3 antagonist	IDE cell activ	smiles
49	8	6	7	CCN(CC)C1Oc2cc3c(cc2C(c2cc(OC)c(OC)c(OC)c2)C1C)OCO3 (configuration not stated)
50	5	-2	5	Cc1ccc(S(=O)(=O)NCCC2=CCCCC2)cc1
51	-9	-1	2	COc1ccc(C(=O)OCC(=O)NC(Cc2ccccc2)C(C)=O)cc1S(=O)(=O)N1CCCC1 (configuration not stated)
52	5	-2	0	CCN(CC(=O)Nc1c(F)cccc1F)C(=O)Cc1cccs1
53	-5	-5	6	O=C1c2ccccc2C(=O)N1CCc1c(-c2ccccc2)[nH]c2ccccc12
54	-7	2	2	Cc1cc(Br)ccc1NC(=O)CN(C)C(=O)C1CCN(C(=O)c2ccc(Cl)cc2)CC1
55	5	-5	-4	O=C(/C=C/c1ccc2c(c1)OCO2)c1ccc(O)cc1O
56	-2	-4	5	CC[C@]1(C(=O)OC)[C@H]2C(=O)N(Cc3ccccc3)C(=O)[C@H]2[C@H]2CN=C(SCc3ccc(C(=O)OC)cc3)N21
57	9	-2	1	CN(CC(=O)Nc1c(Cl)cccc1Cl)C(=O)c1ccc(NS(=O)(=O)c2ccc3[nH]c(=O)[nH]c3c2)cc1
58	2	-4	2	Cn1c(=O)c2nc(SCCO)n(C)c2n(C)c1=O
59	-15	-6	-3	O=[N+]([O-])c1ccccc1C=NNc1ccccc1
60	46	-5	7	Cc1nc(N)nc(N)c1-c1ccc([N+](=O)[O-])cc1
61	-8	-4	5	Cc1ccc(NC(=O)c2ccc(S(=O)(=O)N(C)c3ccccc3)cc2)cc1S(=O)(=O)N1CCOCC1
62	4	-6	5	O=C(CC1SC(N2CCCCC2)=NC1=O)Nc1cccc(C(=O)N2CCCC(C(F)(F)F)C2)c1 (configuration not stated)
63	5	-4	6	CC(Sc1nnc(C2CC2)n1C1CC1)C(=O)c1ccc(Br)cc1 (configuration not stated)
64	-17	0	0	Nc1nc(SCc2ccccc2)c2ncn(CCO)c2n1
65	-22	-7	2	COc1cc(Cl)c(C)cc1NC(=O)c1ccccc1NC(=O)CN1CCN(c2ccccn2)CC1
66	-18	-4	4	CC(=O)OC1(C(C)=O)CCC2C3CC(C(F)(F)F)C4=CC(=O)CCC4(C)C3CCC21C (configuration not stated)
67	-12	-6	0	CC(=O)OCC(=O)C1(O)CCC2C3CC(C)C4=CC(=O)C=CC4(C)C3=CCC21C (configuration not stated)
68	0	-4	3	CN(C)C(=O)CCc1ccc2c3c([nH]c2c1)[C@]1(CCC2CCCC2)[C@@H](C(=O)N2CCOCC2)C[C@H](CC(=O)NCCC2=CCCCC2)C(=O)N1CC3
69	-2	-6	-5	COc1ccc(/C=C/C(=O)Nc2ccccc2C(N)=O)cc1S(=O)(=O)N1CCOCC1
70	7	-7	4	COC(=O)c1cccc(F)c1C(=O)c1cccc2ccccc12
71	9	-2	0	Cc1ccc(S(=O)(=O)N2CCOCC2)cc1C(=O)Nc1ccc(N2CCCCCC2)cc1
72	9	-2	-5	Brc1cnc(OCc2ccccc2)nc1OCc1ccccc1
73	6	-4	5	CC[C@]12C(=O)N(C)C[C@H]([C@@H]3C(=O)N(C)C(=O)[C@@H]31)N2C(=O)c1ccc(Cl)cc1
74	11	2	0	CCn1nc(C(=O)NCc2nnc3ccccn23)c2ccccc2c1=O
75	4	3	8	COc1cc2c(c(OC)c1OC)-c1ccc(SC)c(=O)cc1C(N)CC2 (configuration not stated)
76	-2	-7	-6	Cn1nc(C(=O)N2CCN(S(=O)(=O)c3ccc(Cl)cc3)CC2)c2ccccc2c1=O
77	-8	-5	6	CN(C)CCCNC(=O)C[C@H]1C[C@H](C(=O)N2CCCCC2)[C@@]2(C)c3[nH]c4ccc(Cl)cc4c3CCN2C1=O
78	-4	-7	5	O=C1OCCN1C(=O)[C@H]1[C@H](c2ccc(Cl)cc2)C(c2ccc(F)cc2)=NN1c1ccc(Br)cc1
79	-4	-7	-1	CC1CN=C(c2ccccc2)O1 (configuration not stated)
80	8	-6	4	CCN1C[C@@H]2[C@@H]3C(=O)N(C)C(=O)[C@@H]3[C@](CC)(C(=O)OC)N2C1=NCc1ccccc1
81	-4	-4	-1	CN1C(=O)N(CC(=O)Nc2ccc(C(F)(F)F)cc2)C(=O)C12CCCCC2
82	4	-4	3	O=S(=O)(c1ccc(SCc2ccc(Br)cc2)nc1)N1CCCCC1
83	3	-6	5	Nc1ncnc2c1ncn2[C@@H]1O[C@H](CNS(=O)(=O)c2ccc(-c3ccno3)s2)[C@@H](O)[C@H]1O
84	25	-2	2	CCOC(=O)Cn1c(C(F)(F)F)nc2nc(Cl)c(Cl)nc21

The last 2 entries of the part above come first, to join the parts:
entry	CRFBP-R2 block	GalR3 antagonist	IDE cell activ	smiles
83	3	-6	5	Nc1ncnc2c1ncn2[C@@H]1O[C@H](CNS(=O)(=O)c2ccc(-c3ccno3)s2)[C@@H](O)[C@H]1O
84	25	-2	2	CCOC(=O)Cn1c(C(F)(F)F)nc2nc(Cl)c(Cl)nc21
85	-8	0	1	COc1cccc(CC(=O)Nc2cc(S(=O)(=O)N3CCOCC3)ccc2OC)c1
86	-6	-2	-1	O=C(NCC(c1cccs1)N1CCOCC1)c1cccc(S(=O)(=O)Nc2ccc(F)cc2)c1 (configuration not stated)
87	44	-7	2	COc1ccc(Cl)cc1CC=NNC(=O)c1cccc(C)c1O
88	37	-5	6	CCN(CC)C(=O)[C@H]1C[C@H](CC(=O)NCCC2=CCCCC2)C(=O)N2CCc3c([nH]c4ccc(Cl)cc34)[C@]12C
89	13	-5	4	O=C1OCC(CC2=C(O)C(=O)OC2)=C1O
90	0	-2	2	COC1C(O)C(O)C(O)C(O)C1O (configuration not stated)

Some of the compounds tested, so the mix of outcomes need not match the whole.
